Screening data (PubChem BioAssay)
WRN inhibitor: blocks human WRN helicase; Potency, µM (series often up to 114 µM), without a hit: at the highest dose activity change, negative = inhibition, usual class: inhibitors; 360,000 compounds, 0.46% hits; Q14191; WRN helicase unwinding, fluorescent forked duplex, kinetic; note: potency is the fitted concentration of half-maximal effect; % is set by controls: 0 for no effect and ±100 for the full control effect; nearly all actives have a fitted effect of over 55% in size
Target sequence (Q14191 whole entry, looked up): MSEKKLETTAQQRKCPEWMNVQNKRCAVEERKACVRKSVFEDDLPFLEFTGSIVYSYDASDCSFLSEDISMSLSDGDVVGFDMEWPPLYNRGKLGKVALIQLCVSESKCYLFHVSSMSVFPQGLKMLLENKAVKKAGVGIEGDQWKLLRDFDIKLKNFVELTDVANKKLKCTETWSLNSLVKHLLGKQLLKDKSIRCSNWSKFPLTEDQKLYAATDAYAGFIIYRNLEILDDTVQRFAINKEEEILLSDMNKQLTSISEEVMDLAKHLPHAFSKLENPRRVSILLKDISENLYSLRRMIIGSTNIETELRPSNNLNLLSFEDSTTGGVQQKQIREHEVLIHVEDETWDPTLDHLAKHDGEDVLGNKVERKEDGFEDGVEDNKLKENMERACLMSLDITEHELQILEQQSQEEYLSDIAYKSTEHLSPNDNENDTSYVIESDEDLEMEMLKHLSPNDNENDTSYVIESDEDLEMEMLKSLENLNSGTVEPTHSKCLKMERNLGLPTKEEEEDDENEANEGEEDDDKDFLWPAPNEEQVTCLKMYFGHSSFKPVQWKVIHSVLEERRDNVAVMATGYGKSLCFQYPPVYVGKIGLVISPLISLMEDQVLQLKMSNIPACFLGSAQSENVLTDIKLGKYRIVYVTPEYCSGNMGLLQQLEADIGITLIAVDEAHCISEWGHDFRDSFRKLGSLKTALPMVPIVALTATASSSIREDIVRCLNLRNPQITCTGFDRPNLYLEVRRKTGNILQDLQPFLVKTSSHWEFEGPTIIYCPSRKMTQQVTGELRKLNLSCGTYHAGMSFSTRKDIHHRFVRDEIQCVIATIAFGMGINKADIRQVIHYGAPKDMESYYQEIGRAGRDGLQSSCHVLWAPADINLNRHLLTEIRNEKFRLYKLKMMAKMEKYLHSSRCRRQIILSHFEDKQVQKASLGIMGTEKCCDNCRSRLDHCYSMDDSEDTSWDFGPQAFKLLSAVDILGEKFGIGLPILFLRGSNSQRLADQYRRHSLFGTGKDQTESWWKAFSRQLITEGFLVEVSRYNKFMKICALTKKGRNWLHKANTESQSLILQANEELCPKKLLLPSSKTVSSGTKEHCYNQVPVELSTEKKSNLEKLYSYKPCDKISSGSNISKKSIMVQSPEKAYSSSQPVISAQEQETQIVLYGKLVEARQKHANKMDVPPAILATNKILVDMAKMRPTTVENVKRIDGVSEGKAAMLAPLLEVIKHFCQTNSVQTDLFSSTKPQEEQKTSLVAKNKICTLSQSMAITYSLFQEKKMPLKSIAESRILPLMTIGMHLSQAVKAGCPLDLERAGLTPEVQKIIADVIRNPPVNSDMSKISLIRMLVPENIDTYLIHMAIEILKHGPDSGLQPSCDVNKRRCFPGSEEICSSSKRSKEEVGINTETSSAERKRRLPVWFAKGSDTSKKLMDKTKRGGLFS
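Kinetic red-fluorescence monitoring (525/598 nm) tracks WRN helicase activity after 100 nM fluorophore-quencher forked duplex and 2 mM ATP are added to 20 nM enzyme pretreated 15 min at room temperature with compound.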
CCT chaperon mod: changes cytosolic chaperonin activity; purified chaperonin ATPase assay, HTRF ADP detection, 30 min; 360,000 compounds, 0.3% hits; activity change, % (concentration not given with the values), hits read low; in the data active = activity change below about -30%; note: % is set by controls: 0 for no effect and ±100 for the full control effect
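We incubate TRiC, 40 or 20 nM final, with library compounds at 76 uM and 10 uM ATP for 30 min at 37 °C. ADP formed is detected with Transcreener HTRF reagents after 30 min at room temperature.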
EPAC2 antag: blocks human EPAC2 exchange factor. 360,000 compounds, 0.18% hits. EPAC2 GEF exchange of Rap1B-BODIPY-GDP, fluorescence. Potency, µM (series often up to 114 µM), inactives show at the top dose activity, negative = inhibition, hits mostly inhibitors. Q8WZA2. AID 720708; note: potency is the fitted concentration of half-maximal effect; % is set by controls: 0 for no effect and ±100 for the full control effect; nearly all actives have a fitted effect of over 45% in size; many of its hits are not listed in these tables
EPAC1 ag: agonists of human EPAC1 | EPAC1 agonist qHTS, biochemical assay; response scale: 100% = response to 6.5 mM cAMP | Potency, µM (series often up to 154 µM), inactives show at the top dose activation, usual class: activators | O95398 | AID 720707 | 360,000 compounds, 0.073% hits; note: potency is the fitted concentration of half-maximal effect; nearly all actives have a fitted effect of over 60% in size
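Multi-concentration qHTS readout: loss of Rap1B-bound BODIPY-GDP fluorescence driven by 100 nM EPAC1 with excess GDP (50 uM), monitored kinetically at room temperature; agonist response expressed relative to 6.5 mM cAMP.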
EPAC1 antagonist: EPAC1 (human) antagonism; O95398; EPAC1 GEF assay, Rap1b-BODIPY-GDP exchange fluorescence; Potency, µM (highest dose often 115 µM), for inactives: at the highest dose activity change, negative = inhibition, usual class: inhibitors; 360,000 compounds, 0.14% hits;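 note: potency is the fitted concentration of half-maximal effect; plate controls were vehicle for no effect and positive control for full effect; nearly all actives have a fitted effect of over 50% in size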
PLK1 PBD inh: PLK1 (human) polo-box domain binding inhibition; P53350; Plk1 PBD binding of FITC phosphopeptide, fluorescence polarization; Potency, µM, for the others: max response, negative = inhibition, usual class: inhibitors; 360,000 compounds, 2.8% hits; AID 720504; note: potency is the fitted concentration of half-maximal effect; series mostly up to about 57 µM; % is set by controls: 0 for no effect and ±100 for the full control effect; nearly all actives have a fitted effect of over 65% in size
Mm-Cpn inhibitor: inhibitors of Methanococcus maripaludis chaperonin (MmCpn); 330,000 compounds, 0.031% hits; Potency, µM (top dose mostly 76.9 µM), for inactives: at the highest dose activity, negative = inhibition, usual class: inhibitors; purified Mm-Cpn ATPase, ADP Transcreener TR-FRET; note: potency is the fitted concentration of half-maximal effect; % is set by controls: 0 for no effect and ±100 for the full control effect; nearly all actives have a fitted effect of over 80% in size
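TR-FRET (320 nm excitation; 590 and 665 nm emission) reports ADP made from 10 uM ATP by 25 nM enzyme; compounds were preincubated 10 min, reaction run 30 min, both at 37°C.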
PI5P4Ka inh: PI5P4K alpha (human) kinase inhibition; PI5P4Kalpha enzyme, ADP-Glo luminescence, 60 min; hits give low values; 330,000 compounds, 1.2% hits; max response, %; P48426; active = max response of -50% or lower; inconclusive = between -30% and -50%; inactive = -30% or higher; note: value at the top dose of about 77 µM; % is set by controls: 0 for no effect and ±100 for the full control effect
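Luminescence from ADP-Glo served as readout of PI5P4Kalpha activity in a qHTS format. Reaction: enzyme, substrate, compound, ATP at 5 microM final, 60 min at RT.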
An asterisk follows results filed as active; [ ] = dose if it differs, or a comment. Unless noted, calls come from the whole dose curve; as a rule, active = well fitted curve in the direction sought with a large enough effect; inconclusive = small, poorly fitted or top-dose-only effect, or another doubt; inactive = no such curve, though single readings can be large; an effect the other way counts as inactive or inconclusive. Only part of the results is shown; rates above refer to the full screens.

`Cc1cc(C(=O)CCC(=O)N(C)CC2COc3ccccc3O2)c(C)s1` (stereo not given) gave WRN inhibitor 6%, CCT chaperon mod 0.3, EPAC2 antag 2%, EPAC1 ag -7%, EPAC1 antagonist -14%, PLK1 PBD inh 7% and PI5P4Ka inh -2.
COCCn1c(SCC(=O)Nc2ccc(OC)c(S(N)(=O)=O)c2)nc2ccccc2c1=O was read as WRN inhibitor 1%, CCT chaperon mod -4.2, EPAC2 antag 6%, EPAC1 ag 4%, EPAC1 antagonist -9%, PLK1 PBD inh 7% and PI5P4Ka inh -7.
`Cc1nccn1-c1ncnc2sc3c(c12)CCCC3` gave WRN inhibitor -1%, CCT chaperon mod -1.8, EPAC2 antag -5%, EPAC1 ag 7%, EPAC1 antagonist 11%, PLK1 PBD inh -6% and Mm-Cpn inhibitor 0%.
CCC(C(=O)OCC(=O)Nc1ccccc1-c1ccccc1)c1ccccc1 (stereo not given) was read as WRN inhibitor -8%, CCT chaperon mod -1.6, EPAC2 antag -24%, EPAC1 ag 5%, EPAC1 antagonist -28%, PLK1 PBD inh 5%, Mm-Cpn inhibitor 0% and PI5P4Ka inh 1.
For CN(C)CCNC(=O)c1ccccc1 the results were WRN inhibitor -14%, CCT chaperon mod -10, EPAC2 antag 19%, EPAC1 ag 0%, EPAC1 antagonist 11%, PLK1 PBD inh -5% and Mm-Cpn inhibitor 0%.
O=C1CC/C=C\C[C@@H](CC(=O)N(CCO)Cc2ccccc2)C(=O)NCCO1 was read as WRN inhibitor -1%, CCT chaperon mod -0.4, EPAC2 antag 10%, EPAC1 ag -16%, EPAC1 antagonist 9%, PLK1 PBD inh -3%, Mm-Cpn inhibitor 0% and PI5P4Ka inh -10.
C[C@H](NC(=O)c1ncn(C)c1C(=O)N[C@@H](C)c1ccccc1)c1ccccc1 was read as WRN inhibitor -4%, CCT chaperon mod -1.0, EPAC2 antag -12%, EPAC1 ag 1%, EPAC1 antagonist -19%, PLK1 PBD inh -4%, Mm-Cpn inhibitor 1% and PI5P4Ka inh 13.
Screening O=C(NCc1cccc(Cl)c1)C1CCC(=O)N(CC2CCCCC2)C1 (stereo not given) returned WRN inhibitor -16%, CCT chaperon mod -3.2, EPAC2 antag -4%, EPAC1 ag 0%, EPAC1 antagonist -15%, PLK1 PBD inh -17%, Mm-Cpn inhibitor 0% and PI5P4Ka inh 13.
`COC(=O)CCCNC(=O)c1ccc(OC2CCN(CCc3ccccc3)CC2)cc1` gave WRN inhibitor 7%, CCT chaperon mod 0.7, EPAC2 antag -4%, EPAC1 ag 8%, EPAC1 antagonist 5%, PLK1 PBD inh 3%, Mm-Cpn inhibitor -1% and PI5P4Ka inh -5.
Screening COc1cccc(COC(=O)C2CCN(C(=O)c3ccccc3C)CC2)c1OC returned WRN inhibitor -7%, CCT chaperon mod 1.1, EPAC2 antag 17%, EPAC1 ag -1%, EPAC1 antagonist -20%, PLK1 PBD inh -2%, Mm-Cpn inhibitor -4% and PI5P4Ka inh 3.
CCOC(=O)C1(C)CCN1C(=O)c1ccc(-c2ccccc2)cc1 (stereo not given) was read as WRN inhibitor -1%[57.1 µM], CCT chaperon mod 0.6, EPAC2 antag -6%, EPAC1 ag 0%, EPAC1 antagonist -3%, PLK1 PBD inh -10% and PI5P4Ka inh 0.
`CCOc1ccccc1CNCc1ccc(C(=O)O)cc1` gave WRN inhibitor 12%, CCT chaperon mod 0.3, EPAC2 antag 4%, EPAC1 ag 12%, EPAC1 antagonist -8%, PLK1 PBD inh -8%, Mm-Cpn inhibitor -2% and PI5P4Ka inh -3.
COc1ccccc1C(=O)NCC(=O)NCc1cc(=O)n(C)c(=O)n1C was read as WRN inhibitor -8%, CCT chaperon mod 1.6, EPAC2 antag -6%, EPAC1 ag 13%, EPAC1 antagonist -2%, PLK1 PBD inh -7%, Mm-Cpn inhibitor 0% and PI5P4Ka inh 0.
For CCCC1(c2ccccc2)NC(=O)N(CC(=O)Nc2cc(OC)cc(OC)c2)C1=O (stereo not given) the results were WRN inhibitor -1%, CCT chaperon mod -1.4, EPAC2 antag -4%, EPAC1 ag 13%, EPAC1 antagonist inconclusive, PLK1 PBD inh -17%, Mm-Cpn inhibitor 0% and PI5P4Ka inh 0.
For CCOc1ccc2nc(SCC(=O)Nc3ncccn3)[nH]c2c1 the results were WRN inhibitor -10%, CCT chaperon mod 0.1, EPAC2 antag 1%, EPAC1 ag 8%, EPAC1 antagonist -5%, PLK1 PBD inh -9%, Mm-Cpn inhibitor 0% and PI5P4Ka inh -10.
Screening CCCc1cc(=O)[nH]c(SCC(=O)Nc2ccc(Br)cc2)n1 returned WRN inhibitor 3%, CCT chaperon mod 0.9, EPAC2 antag 4%, EPAC1 ag 1%, EPAC1 antagonist 7%, PLK1 PBD inh -4%, Mm-Cpn inhibitor 2% and PI5P4Ka inh 2.
Screening CCOC(=O)N/N=C/c1c(F)cccc1F returned WRN inhibitor 2%, CCT chaperon mod -0.8, EPAC2 antag -1%, EPAC1 ag 4%, EPAC1 antagonist -13%, PLK1 PBD inh -8%, Mm-Cpn inhibitor 1% and PI5P4Ka inh 0.
CC12CC3CC(C)(C1)CC(C(=O)NCc1cccnc1)(C3)C2 was read as WRN inhibitor -30%, CCT chaperon mod -2.0, EPAC2 antag -1%, EPAC1 ag -5%, EPAC1 antagonist -20%, PLK1 PBD inh -8%, Mm-Cpn inhibitor -4% and PI5P4Ka inh 2.
O=[N+]([O-])c1ccc(Sc2cccc[n+]2[O-])c2nonc12 was read as WRN inhibitor 16µM*, CCT chaperon mod -0.7, EPAC2 antag 56µM*, EPAC1 ag -20%, EPAC1 antagonist 35µM*, PLK1 PBD inh 0.95µM*, Mm-Cpn inhibitor -26% and PI5P4Ka inh -53*.
`O=C1NC(=O)C2(CCC(C(=O)O)C2)N1` (stereo not given) gave WRN inhibitor -5%, CCT chaperon mod 0.6, EPAC2 antag inconclusive, EPAC1 ag 15%, EPAC1 antagonist -9%, PLK1 PBD inh 0%, Mm-Cpn inhibitor 0% and PI5P4Ka inh 0.
Cc1nn(-c2ccc(F)cc2)c(C)c1NS(=O)(=O)c1ccc(Cl)cc1 was read as WRN inhibitor -19%, CCT chaperon mod 0.9, EPAC2 antag 9%, EPAC1 ag -10%, EPAC1 antagonist -6%, PLK1 PBD inh -10%, Mm-Cpn inhibitor 3% and PI5P4Ka inh -1.
For CCS(=O)(=O)N1CCN(C(=O)c2cccc(OC)c2)CC1 the results were WRN inhibitor -5%, CCT chaperon mod 1.3, EPAC2 antag 5%, EPAC1 ag 2%, EPAC1 antagonist 10%, PLK1 PBD inh -1%, Mm-Cpn inhibitor -4% and PI5P4Ka inh -4.
Screening CCN1CCN(S(=O)(=O)c2ccc(Cl)c(C(=O)Nc3ccccc3N3CCCC3)c2)CC1 returned WRN inhibitor 4%, CCT chaperon mod -1.0, EPAC2 antag -1%, EPAC1 ag 0%, EPAC1 antagonist 2%, PLK1 PBD inh -4%, Mm-Cpn inhibitor -3% and PI5P4Ka inh -1.
Screening CC(Oc1ccccc1F)C(=O)NNC(=O)CC(C)c1ccccc1 (stereo not given) returned WRN inhibitor -27%, CCT chaperon mod -0.6, EPAC2 antag -4%, EPAC1 ag -8%, EPAC1 antagonist -11%, PLK1 PBD inh -9%, Mm-Cpn inhibitor 0% and PI5P4Ka inh 1.

Ordered by count of non-hydrogen atoms (ascending): part of the list above
Screening CC(Oc1ccccc1F)C(=O)NNC(=O)CC(C)c1ccccc1 (stereo not given) returned WRN inhibitor -27%, CCT chaperon mod -0.6, EPAC2 antag -4%, EPAC1 ag -8%, EPAC1 antagonist -11%, PLK1 PBD inh -9%, Mm-Cpn inhibitor 0% and PI5P4Ka inh 1.
COc1ccccc1C(=O)NCC(=O)NCc1cc(=O)n(C)c(=O)n1C was read as WRN inhibitor -8%, CCT chaperon mod 1.6, EPAC2 antag -6%, EPAC1 ag 13%, EPAC1 antagonist -2%, PLK1 PBD inh -7%, Mm-Cpn inhibitor 0% and PI5P4Ka inh 0.
Screening CCN1CCN(S(=O)(=O)c2ccc(Cl)c(C(=O)Nc3ccccc3N3CCCC3)c2)CC1 returned WRN inhibitor 4%, CCT chaperon mod -1.0, EPAC2 antag -1%, EPAC1 ag 0%, EPAC1 antagonist 2%, PLK1 PBD inh -4%, Mm-Cpn inhibitor -3% and PI5P4Ka inh -1.

(cont.)
For COc1cccc(C(=O)Nc2cc([N+](=O)[O-])ccc2N2CCN(C)CC2)c1 the results were WRN inhibitor -12%, CCT chaperon mod -0.9, EPAC2 antag 13%, EPAC1 ag 0%, EPAC1 antagonist 14%, PLK1 PBD inh inconclusive and Mm-Cpn inhibitor 0%.
CCOc1cccc(OCCOCCN2CCCC2)c1 was read as WRN inhibitor 2%, CCT chaperon mod -1.4, EPAC2 antag 10%, EPAC1 ag -5%, EPAC1 antagonist 12%, PLK1 PBD inh -3%, Mm-Cpn inhibitor 1% and PI5P4Ka inh 0.
For CN(Cc1ccc(C(C)(C)C)cc1)C(=O)c1ccc2c(c1)OCO2 the results were WRN inhibitor -7%, CCT chaperon mod -0.6, EPAC2 antag inconclusive, EPAC1 ag 11%, EPAC1 antagonist -25%, PLK1 PBD inh -7%, Mm-Cpn inhibitor -1% and PI5P4Ka inh -1.
`CC(OC(=O)Cn1cnc2c1c(=O)n(C)c(=O)n2C)C(=O)N(C)c1ccccc1` (stereo not given) gave WRN inhibitor 1%, CCT chaperon mod -1.8, EPAC2 antag -6%, EPAC1 ag 9%, EPAC1 antagonist 15%, PLK1 PBD inh -18%, Mm-Cpn inhibitor -4% and PI5P4Ka inh -5.
For COc1cccc(C(C(=O)NCc2ccccc2)N(C(=O)c2csnn2)C2CC2)c1 (stereo not given) the results were WRN inhibitor 5%, CCT chaperon mod -4.3, EPAC2 antag 0%, EPAC1 ag 1%, EPAC1 antagonist -23%, PLK1 PBD inh -9%, Mm-Cpn inhibitor -1% and PI5P4Ka inh 16.
Screening O=C(CNC(=O)c1ccco1)NCC(=O)OCc1ccccc1Cl returned WRN inhibitor 7%, CCT chaperon mod -2.4, EPAC2 antag -2%, EPAC1 ag 1%, EPAC1 antagonist 13%, PLK1 PBD inh -8%, Mm-Cpn inhibitor 1% and PI5P4Ka inh -1.
CC(=O)Nc1ccc(S(=O)(=O)CCC#N)cc1 was read as WRN inhibitor -9%, CCT chaperon mod 0.5, EPAC2 antag -4%, EPAC1 ag 1%, EPAC1 antagonist 2%, PLK1 PBD inh -3%, Mm-Cpn inhibitor -1% and PI5P4Ka inh -2.
`Cc1cc(OCC(=O)Nc2ccccn2)c2c(C)cc(=O)oc2c1` gave WRN inhibitor -4%, CCT chaperon mod -13, EPAC2 antag 0%, EPAC1 ag 4%, EPAC1 antagonist 4%, PLK1 PBD inh -10%, Mm-Cpn inhibitor -2% and PI5P4Ka inh -1.
